# Screening data (PubChem BioAssay)
# TRPV1 ag – HTS Assay for Compounds that Act as Agonists of the Vanilloid Receptor 1. Transient receptor potential cation channel subfamily V member 1 (Homo sapiens), Q8NER1. 0.19% of 320,000 active. TRPV1-expressing cells, Fluo-8 calcium influx, agonist mode. activation, % at 8.33 µM; in the data active = activation above about 80%; inconclusive = between about 30% and that limit; note: 0% is about no effect
#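 TRPV1-expressing cells were cultured overnight at 35.5C and loaded with Fluo-8 calcium dye for 40 to 90 min at room temperature. After a 10 s baseline, compound was added and calcium influx was read kinetically for 3 min (ex 480/em 520 nm).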
# B2AR arrestin – qHTS assay of beta-arrestin-biased ligands of beta2-adrenergic receptor; Beta-2 adrenergic receptor (Homo sapiens), P07550; beta-arrestin recruitment to beta2AR, cell-based reporter; Potency, µM (series often up to 46.1 µM), inactives show at the top dose activation, hits mostly activators; 0.02% of 330,000 active; AID 492947, 2010;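 note: potency is the fitted concentration of half-maximal effect; 0% = DMSO controls and full agonism = EC100 isoproterenol or metaproterenol; nearly all actives have a fitted effect of over 65% in size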
# TSG101-PTAP inh – qHTS Assay for Iinhibitors of HIV-1 Budding by Blocking the Interaction of PTAP/TSG101. Tumor susceptibility gene 101 protein (Homo sapiens), Q99816. Fluorescence polarization, FITC-PTAP peptide / Tsg101 binding. Potency, µM (highest dose often 115 µM), without a hit: top-dose activity change, negative = inhibition, hits mostly inhibitors. 340,000 tested, under 10 active. AID 493005, 2010; active = well fitted inhibition curve with a large enough effect in the main read-out, with a control signal flat, not every such curve was filed as active; inconclusive = small, poorly fitted or top-dose-only effect, or effect the other way, or a change in a side signal; inactive = no such curve, though single readings can be large or run the other way; note: potency is the fitted concentration of half-maximal effect; % of control where 0% means no effect
#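 Fluorescence polarization binding of Tsg101 binding domain (10 uM final) to FITC-labeled PTAP peptide (50 nM final) in HEPES pH 7.5 buffer with NaCl, Tween 20, EDTA, TCEP. Compounds added before peptide; binding 20 min at RT.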
# CXXC DNA block – qHTS Fluorescence Polarization Assay for Inhibitors of MLL CXXC domain - DNA interaction. Potency, µM (highest dose often 115 µM), without a hit: at the top dose activity change, negative = inhibition, hits mostly inhibitors. MLL-CXXC / FITC-HOXA9 DNA fluorescence polarization. 0.037% of 290,000 active. AID 2662, 2010; active = well fitted inhibition curve with a large enough effect in the polarisation, with a control signal flat, not every such curve was filed as active; inconclusive = small, poorly fitted or top-dose-only effect, or effect the other way, or a change in a side signal; inactive = no such curve, though single readings can be large or run the other way; the % refers to the polarisation; note: potency is the fitted concentration of half-maximal effect
# Target sequence (Q03164 whole entry, looked up, the tested form may be a part): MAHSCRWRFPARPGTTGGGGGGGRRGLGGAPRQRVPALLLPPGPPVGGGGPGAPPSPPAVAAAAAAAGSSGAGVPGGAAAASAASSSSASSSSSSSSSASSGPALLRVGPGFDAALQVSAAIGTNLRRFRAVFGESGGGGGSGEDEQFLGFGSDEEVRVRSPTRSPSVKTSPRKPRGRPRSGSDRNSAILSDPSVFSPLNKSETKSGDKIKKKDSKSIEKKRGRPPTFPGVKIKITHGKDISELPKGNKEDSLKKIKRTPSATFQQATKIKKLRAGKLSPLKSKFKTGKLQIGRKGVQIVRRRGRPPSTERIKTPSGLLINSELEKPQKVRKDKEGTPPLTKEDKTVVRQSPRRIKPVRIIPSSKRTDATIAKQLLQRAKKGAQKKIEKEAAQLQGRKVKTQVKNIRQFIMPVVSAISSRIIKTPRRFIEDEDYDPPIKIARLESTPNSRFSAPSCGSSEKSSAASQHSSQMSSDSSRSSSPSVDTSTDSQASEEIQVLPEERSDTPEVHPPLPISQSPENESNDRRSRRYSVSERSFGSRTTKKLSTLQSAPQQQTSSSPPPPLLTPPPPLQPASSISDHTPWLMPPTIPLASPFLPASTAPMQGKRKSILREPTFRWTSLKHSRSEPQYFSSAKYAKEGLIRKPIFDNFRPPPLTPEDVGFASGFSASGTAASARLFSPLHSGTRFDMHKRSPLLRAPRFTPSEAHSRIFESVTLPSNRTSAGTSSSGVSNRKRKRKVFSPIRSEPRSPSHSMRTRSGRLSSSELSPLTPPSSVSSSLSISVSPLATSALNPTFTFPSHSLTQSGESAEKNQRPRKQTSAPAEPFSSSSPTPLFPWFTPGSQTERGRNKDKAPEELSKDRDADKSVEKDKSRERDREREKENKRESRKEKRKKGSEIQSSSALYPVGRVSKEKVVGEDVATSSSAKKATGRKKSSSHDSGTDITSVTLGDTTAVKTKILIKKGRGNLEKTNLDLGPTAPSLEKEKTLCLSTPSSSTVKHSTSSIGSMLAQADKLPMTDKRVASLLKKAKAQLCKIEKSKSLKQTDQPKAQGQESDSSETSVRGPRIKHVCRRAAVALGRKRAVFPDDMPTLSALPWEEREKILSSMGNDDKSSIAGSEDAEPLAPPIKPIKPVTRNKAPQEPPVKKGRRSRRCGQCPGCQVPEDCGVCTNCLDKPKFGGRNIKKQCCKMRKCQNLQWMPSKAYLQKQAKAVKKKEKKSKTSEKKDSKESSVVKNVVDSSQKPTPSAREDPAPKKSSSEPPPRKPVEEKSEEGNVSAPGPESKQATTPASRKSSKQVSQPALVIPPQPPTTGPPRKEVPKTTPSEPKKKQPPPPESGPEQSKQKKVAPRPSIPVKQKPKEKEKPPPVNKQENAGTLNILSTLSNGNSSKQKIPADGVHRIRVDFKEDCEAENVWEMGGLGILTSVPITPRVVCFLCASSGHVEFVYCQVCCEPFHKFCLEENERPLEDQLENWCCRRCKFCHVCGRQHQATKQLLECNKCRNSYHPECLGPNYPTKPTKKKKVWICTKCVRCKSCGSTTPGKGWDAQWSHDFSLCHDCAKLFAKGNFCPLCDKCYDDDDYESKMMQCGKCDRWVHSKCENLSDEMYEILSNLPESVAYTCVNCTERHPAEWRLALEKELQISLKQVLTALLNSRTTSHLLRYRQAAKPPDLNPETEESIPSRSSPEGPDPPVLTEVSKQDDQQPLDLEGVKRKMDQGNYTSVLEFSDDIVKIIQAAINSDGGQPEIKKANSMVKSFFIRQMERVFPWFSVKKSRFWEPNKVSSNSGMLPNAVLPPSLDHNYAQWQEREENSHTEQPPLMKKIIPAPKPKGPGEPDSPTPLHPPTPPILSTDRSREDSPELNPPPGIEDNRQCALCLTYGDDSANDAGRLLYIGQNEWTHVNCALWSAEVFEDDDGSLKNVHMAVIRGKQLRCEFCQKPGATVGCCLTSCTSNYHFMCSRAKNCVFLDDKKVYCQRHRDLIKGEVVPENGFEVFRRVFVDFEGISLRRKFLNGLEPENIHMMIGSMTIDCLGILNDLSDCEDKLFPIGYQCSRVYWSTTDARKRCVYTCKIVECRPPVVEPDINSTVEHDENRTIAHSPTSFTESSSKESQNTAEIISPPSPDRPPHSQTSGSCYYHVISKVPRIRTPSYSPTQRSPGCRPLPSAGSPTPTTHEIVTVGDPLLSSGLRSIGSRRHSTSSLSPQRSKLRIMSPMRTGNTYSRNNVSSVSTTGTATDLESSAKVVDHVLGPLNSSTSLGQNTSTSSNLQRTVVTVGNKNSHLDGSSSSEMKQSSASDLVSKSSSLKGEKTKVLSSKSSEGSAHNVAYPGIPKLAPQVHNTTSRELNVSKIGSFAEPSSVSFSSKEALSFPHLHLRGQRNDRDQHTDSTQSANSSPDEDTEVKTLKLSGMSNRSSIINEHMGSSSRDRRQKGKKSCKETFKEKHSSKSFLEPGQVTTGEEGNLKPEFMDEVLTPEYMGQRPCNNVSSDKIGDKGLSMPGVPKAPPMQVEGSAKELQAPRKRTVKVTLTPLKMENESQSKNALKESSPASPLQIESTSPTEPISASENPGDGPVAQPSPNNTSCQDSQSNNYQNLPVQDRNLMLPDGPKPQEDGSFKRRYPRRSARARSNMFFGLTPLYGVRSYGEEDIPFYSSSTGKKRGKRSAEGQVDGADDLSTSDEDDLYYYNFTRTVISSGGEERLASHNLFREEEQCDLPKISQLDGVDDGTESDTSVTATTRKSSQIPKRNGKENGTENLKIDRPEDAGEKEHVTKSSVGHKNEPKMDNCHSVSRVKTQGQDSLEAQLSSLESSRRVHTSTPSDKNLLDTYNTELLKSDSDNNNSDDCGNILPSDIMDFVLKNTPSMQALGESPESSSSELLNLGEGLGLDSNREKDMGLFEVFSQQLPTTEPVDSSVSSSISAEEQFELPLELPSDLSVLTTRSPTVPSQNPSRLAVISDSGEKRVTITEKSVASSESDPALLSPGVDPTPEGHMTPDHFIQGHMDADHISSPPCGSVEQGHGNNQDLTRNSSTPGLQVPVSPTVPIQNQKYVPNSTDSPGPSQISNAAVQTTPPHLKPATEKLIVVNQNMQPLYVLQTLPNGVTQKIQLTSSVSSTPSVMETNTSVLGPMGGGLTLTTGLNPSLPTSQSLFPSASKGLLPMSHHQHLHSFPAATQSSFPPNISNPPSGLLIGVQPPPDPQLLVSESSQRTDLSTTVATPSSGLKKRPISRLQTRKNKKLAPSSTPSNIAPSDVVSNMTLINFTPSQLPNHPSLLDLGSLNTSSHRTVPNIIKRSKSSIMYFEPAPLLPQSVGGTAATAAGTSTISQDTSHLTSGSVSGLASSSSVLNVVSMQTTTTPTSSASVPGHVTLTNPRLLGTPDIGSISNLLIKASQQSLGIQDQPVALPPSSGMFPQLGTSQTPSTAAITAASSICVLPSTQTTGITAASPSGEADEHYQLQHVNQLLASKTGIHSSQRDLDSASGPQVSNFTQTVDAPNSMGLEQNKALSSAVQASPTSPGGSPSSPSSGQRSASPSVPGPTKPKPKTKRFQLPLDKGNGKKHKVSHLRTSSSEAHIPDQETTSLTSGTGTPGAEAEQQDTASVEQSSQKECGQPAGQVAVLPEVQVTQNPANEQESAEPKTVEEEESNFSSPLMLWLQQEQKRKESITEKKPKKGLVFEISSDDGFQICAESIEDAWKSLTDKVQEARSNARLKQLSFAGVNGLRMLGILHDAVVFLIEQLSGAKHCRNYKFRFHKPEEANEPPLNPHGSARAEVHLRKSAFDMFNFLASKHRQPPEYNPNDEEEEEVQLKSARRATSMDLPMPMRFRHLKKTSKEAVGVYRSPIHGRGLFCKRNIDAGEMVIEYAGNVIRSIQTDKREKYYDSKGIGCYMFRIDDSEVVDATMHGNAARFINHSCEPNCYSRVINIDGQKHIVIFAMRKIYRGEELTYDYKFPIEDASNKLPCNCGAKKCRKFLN
#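 Steps: dispense CXXC domain solution (7 uM) → pin compounds or unlabeled HOX-A9 DNA control → 5 min ambient → add FLSN-HOX-A9 solution (50 nM) → spin → 30 min ambient → fluorescence polarization. Tris pH 7.5/NaCl/DTT/BSA buffer.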
# BRCA1 expr up – qHTS Assay to Identify Small Molecule Activators of BRCA1 Expression; AID 624202, 2012; Potency, µM (highest dose often 46.1 µM), for inactives: at the highest dose activation, most hits filed as activators; 1.1% of 380,000 active; MCF7-BRCA1-FFLuc reporter, luminescence, 48 h; response scale: scaled: vehicle 0%, 10 µM genistein 100%; note: potency is the fitted concentration of half-maximal effect; nearly all actives have a fitted effect of over 80% in size; some results filed as inactive show a strong effect at the top dose
#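 Using MCF7 cells harboring a BRCA1 firefly luciferase reporter, plated 2 h before compound pinning, the screen measured luminescence after 48 h incubation. Responses were normalized to DMSO and 10 microM genistein, then fitted for concentration-effect.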
# A-T KAP1 phos – qHTS Assay for Identifying a Potential Treatment of Ataxia-Telangiectasia | Potency, µM (titrated, usually from 57.5 µM), inactives show top-dose activation, most hits filed as activators | […] A-T fibroblasts, KAP-1 phosphorylation AlphaLISA; neocarzinostatin DNA damage 30 min before lysis | AID 485349, 2010 | 0.19% of 320,000 active; note: potency is the fitted concentration of half-maximal effect; % of control where 0% means no effect; nearly all actives have a fitted effect of over 45% in size
#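 hTERT-immortalized A-T patient fibroblasts ([…]), 500 cells/well in OPTI-MEM, 1% FBS, got compounds for 60 min, then NCS for 30 min at 37C. Lysates were then assayed for phospho-KAP-1 by AlphaLISA (anti-pKAP1 donor, anti-KAP1 acceptor beads), 6 hr at 25C.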
# p53 reactivation – qHTS assay for re-activators of p53 using a Luc reporter; 0.063% of 320,000 active; H1299 p53-A138V BP100-luciferase reporter, luminescence, 24 h; Potency, µM (series often up to 92.2 µM), for inactives: at the top dose activity change, positive = activation, usual class: activators; note: potency is the fitted concentration of half-maximal effect; % of control where 0% means no effect; nearly all actives have a fitted effect of over 45% in size
#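 H1299 (p53-null), stable ts p53-A138V + BP100-Luc; 1000 cells/well, Opti-MEM/10% FBS; cpd 4 pt, 1:5; 24 h, 37 deg C, 5% CO2; detection reagent 10 min RT; luminescence.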
# TCR activator – Activators of T cell receptors: qHTS campaign; primary human leukocytes, anti-CD3, IL-2 HTRF, 48 h; Potency, µM (titrated, usually from 9.22 µM), without a hit: top-dose activation of IL-2 secretion, actives largely listed as activators; 330,000 tested, under 10 active; note: % of control where 0% means no effect
#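 1) Mix primary human leukocytes, a-CD3 beads and compound. 2) Incubate 48 hr. 3) Add HTRF IL-2 reagents (a-IL-2-K, a-IL-2-d2).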
# Integrin act MD – qHTS for Activators of Integrin-Mediated Alleviation for Muscular Dystrophy; alpha7betagal myoblasts, beta-gal FDG fluorescence, 48 h; Potency, µM (series often up to 38.3 µM), for inactives: at the highest dose activation, most hits filed as activators; 0.064% of 350,000 active; AID 624291, 2012;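 note: potency is the fitted concentration of half-maximal effect; 100% = response of the positive control SU9516; nearly all actives have a fitted effect of over 60% in size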
#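 Alpha7betagal+/- myoblasts (passage 13) were plated 16-24 hr, then exposed to compounds (1:260 dilution of DMSO stock) for 48 hours at 37C. After MPER lysis, β-galactosidase reporter activity was read as FDG fluorescence (ex 480/em 540) after 30 minutes.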
# ELG1 repair inh – qHTS screen for small molecules that inhibit ELG1-dependent DNA repair in human embryonic kidney (HEK293T) cells expressing luciferase-tagged ELG1; HEK293T ELG1-luciferase reporter, luminescence, 16 h; DNA damage induced by 5-fluorouridine; Potency, µM (series often up to 46.1 µM), inactives show top-dose activity change, negative = inhibition, most hits filed as inhibitors; 2.3% of 330,000 active; note: potency is the fitted concentration of half-maximal effect; % is set by controls: 0 for no effect and ±100 for the full control effect; nearly all actives have a fitted effect of over 55% in size
#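 Luminescence from the luciferase reporter, measured 30 min after ONE-Glo reagent at room temperature, was the read-out. Beforehand, 2,000 cells per well were exposed for 16 hr at 37 °C to 5-fluorouridine together with compound or vehicle.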
# Numbers without * were called inactive; ? = inconclusive; . = not tested or not shown; [ ] = dose if it differs, or a comment. Unless noted, calls come from the whole dose curve; as a rule, active = well fitted curve in the direction sought with a large enough effect; inconclusive = small, poorly fitted or top-dose-only effect, or another doubt; inactive = no such curve, though single readings can be large; an effect the other way counts as inactive or inconclusive.
SMILES,TRPV1 ag,B2AR arrestin,TSG101-PTAP inh,CXXC DNA block,BRCA1 expr up,A-T KAP1 phos,p53 reactivation,TCR activator,Integrin act MD,ELG1 repair inh
CN(C)CCCNC(=S)N(CCN(C)C)Cc1cc2cc3c(cc2[nH]c1=O)OCCO3,2,-0.9%,-1%,8%,1%,8%,.,-1%,-29%,-17%
O=C(CSc1nc(O)c(C2CCCCC2)c(=O)[nH]1)Nc1ccc(F)cc1,-2,0.2%,1%,2%,2%,2%,1%,-3%,-13%,-1%
O=C(NCc1ccc(Cl)cc1)c1csc(-c2cccnc2)n1,?,0.2%,-8%,-5%,20%,10%,-3%,-1%,10%,?
O=C(O)c1cc(N2CCCCC2)nc2ccccc12,.,.,0%,.,-24%,.,.,13%,27%,.
Cc1ccc(-c2nc(C#N)c(N3CCC(C(N)=O)CC3)o2)cc1,25,-0.3%,0%,-1%,-5%,2%,-6%,6%,6%,-1%
CCn1c(CNC(=O)c2ccccc2)nc2ccccc21,.,.,-2%,.,-2%,.,.,-5%,-1%,.
O=S(=O)(Nc1cc(Cl)ccc1N1CCCCC1)c1cccs1,5,-0.2%,-5%,3%,-28%,11%,14%,-3%,-6%,9%
Cn1c(C(=O)N2CCN(Cc3ccc4c(c3)OCO4)CC2)cc2c(=O)n(C)c3ccccc3c21,30,-0.4%,1%,3%,-2%,0%,3%,5%,2%,?
CCCC(C(=O)NCCC(C)C)N(Cc1ccccc1Cl)C(=O)c1snc(C(N)=O)c1N (configuration not stated),9,-0.2%,-8%,1%,-29%,7%,.,-1%,-9%,?
O=C(CSc1nnc(-c2ccccc2)o1)Oc1ccc(Br)cc1,11,-0.2%,-2%,4%,3%,-3%,1%,1%,-22%,7%
Cc1ccc(N(Cc2cc3ccc(C)cc3[nH]c2=O)C(=O)c2cccs2)cc1,6,0.4%,-2%,-4%,0%,6%,3%,3%,-13%,-13%
Cc1nonc1OCCN1CCN(c2ccccc2[N+](=O)[O-])CC1,3,0.2%,-1%,13%,-3%,-3%,3%,6%,13%,17%
COc1ccc(C)cc1NC(=O)CN(c1ccccc1F)S(C)(=O)=O,5,0.2%,-2%,-2%,-25%,-2%,-20%,5%,-3%,-9%
COc1cc2c(cc1OC)CN(S(=O)(=O)c1cccc(F)c1)CC2,7,-0.2%,-1%,0%,10%,-7%,-1%,-5%,-11%,22%
O=C(NCc1ccccc1)c1ccc(NC(=O)c2ccccc2F)cc1,12,-0.5%,1%,-6%,-8%,2%,-5%,-1%,17%,5%
CCc1cc2c(=O)n(-c3ccccc3)c(=S)[nH]c2s1,-1,0.1%,-3%,3%,-53%,-3%,8%,6%,5%,5%
Cc1cccc(NC(=S)N2CCN(c3ccc(F)cc3)CC2)c1,6,-0.6%,1%,8%,0%,2%,-1%,-1%,-12%,2%
COCCCNC(=O)c1ccc(N2CCOCC2)c(NS(=O)(=O)c2ccc(OC)cc2)c1,0,-0.7%,-3%,8%,3%,-1%,-2%,4%,-16%,-8%
CC[C@]12c3[nH]c4cc(CCC(=O)N(C)C)ccc4c3CCN1C(=O)[C@@H](CC(=O)NCCCn1ccnc1)C[C@@H]2C(=O)N1CCN(C(=O)C2CC2)CC1,.,2.9%,-1%,.,0%,1%,-3%,1%[46.1 µM],14%,20%
COc1cc(NC(=O)COC(=O)/C=C/c2ccccc2Cl)cc(OC)c1,-4,-1.1%,-2%,-1%,-29%,-4%,1%,15%[46.1 µM],-29%,-11%

# Full records from above:
# O=C(NCc1ccccc1)c1ccc(NC(=O)c2ccccc2F)cc1 as listed: TRPV1 ag: 12; B2AR arrestin: -0.5%; TSG101-PTAP inh: 1%; CXXC DNA block: -6%; BRCA1 expr up: -8%; A-T KAP1 phos: 2%; p53 reactivation: -5%; TCR activator: -1%; Integrin act MD: 17%; ELG1 repair inh: 5%
# Cc1ccc(N(Cc2cc3ccc(C)cc3[nH]c2=O)C(=O)c2cccs2)cc1 as listed: TRPV1 ag: 6; B2AR arrestin: 0.4%; TSG101-PTAP inh: -2%; CXXC DNA block: -4%; BRCA1 expr up: 0%; A-T KAP1 phos: 6%; p53 reactivation: 3%; TCR activator: 3%; Integrin act MD: -13%; ELG1 repair inh: -13%
# CCCC(C(=O)NCCC(C)C)N(Cc1ccccc1Cl)C(=O)c1snc(C(N)=O)c1N (configuration not stated) as listed: TRPV1 ag: 9; B2AR arrestin: -0.2%; TSG101-PTAP inh: -8%; CXXC DNA block: 1%; BRCA1 expr up: -29%; A-T KAP1 phos: 7%; p53 reactivation: .; TCR activator: -1%; Integrin act MD: -9%; ELG1 repair inh: ?

# Following part:
SMILES,TRPV1 ag,B2AR arrestin,TSG101-PTAP inh,CXXC DNA block,BRCA1 expr up,A-T KAP1 phos,p53 reactivation,TCR activator,Integrin act MD,ELG1 repair inh
O=C(CSc1c[nH]c2ccccc12)NC1CCCC1,29,0.1%,-5%,-3%,-11%,4%,-4%,-8%,-9%,26%
Fc1cccc(CO/N=C/c2c(-c3ccccc3)nc3ccc(Cl)cn23)c1,3,-0.5%,-1%,-5%,7%,3%,?,-4%,36%,2%
CCCCC(=O)Nc1ccc(C(=O)NCCc2ccc(S(N)(=O)=O)cc2)cc1,0,0.4%,2%,2%,12%,0%,-1%,-3%,-8%,?
CCOc1ccc(OC(=O)c2ccc3c(=O)n4c(nc3c2)CCC4)cc1,-3,0.5%,1%,.,1%,-5%,5%,-4%,13%,-3%
COc1ccccc1NC1=C(N2CCCCC2)C(=O)c2ccccc2C1=O,0,-0.1%,-4%,-5%,-94%,2%,-34%[inhibitor],-3%[46.1 µM],-18%,1.8µM*
COCCN(C(=O)C1CC1)c1nnc(-c2cccc(C)c2)s1,29,0.0%,-5%,-2%,?,2%,24%,3%,9%,-8%
Cc1onc(-c2c(F)cccc2Cl)c1C(=O)NCCN1CCNC1=O,0,0.3%,0%,-10%,16%,-1%,2%,-1%,-10%,-2%
O=c1[nH]c(NCc2ccccc2)nc2c1CCC2,-2,-0.2%,-4%,-3%,0%,12%,-7%,-1%,-23%,14%
Cn1cnnc1SCC(=O)NC(=O)NC1CCCC1,2,-0.8%,-5%,12%,-7%,1%,-3%,1%,0%,12%
COc1ccc(NS(=O)(=O)c2ccc(C)cc2)c([N+](=O)[O-])c1,-1,-0.2%,-2%,-1%,-1%,10%,1%,-1%,0%,?
Cc1nc2ccc(S(=O)(=O)NCC(=O)NCc3ccc4c(c3)OCO4)cc2s1,3,-0.3%,-2%,12%,-1%,7%,-3%,-2%,1%,-15%
Cc1cc(/C=N/NC(=O)c2cccc([N+](=O)[O-])c2)c(C)n1-c1ccc(Cl)cc1Cl,-3,0.2%,0%,-2%,-14%,-3%,-3%,4%,-36%,?
Cc1cccc(-n2ncc3c2CCCC3NC(=O)CN2CCCC2=O)c1C (configuration not stated),-3,-0.5%,-1%,-1%,-6%,-5%,-1%,-2%,-15%,8%
COc1ccc(CN2CCC(n3nccc3NC(=O)c3ccc4c(c3)OCO4)CC2)cc1C,0,0.4%,1%,4%,-34%,-10%,17%,6%,-56%[inhibitor],2%
Cc1sc2nc(CN3CCN(c4ccc(O)cc4)CC3)[nH]c(=O)c2c1C,-3,-1.6%,-5%,-4%,-22%,-4%,-5%,2%,14%,21µM*
O=C1[C@@H]2[C@H](Cc3ccc(O)cc3)N[C@]3(C(=O)Nc4ccccc43)[C@@H]2C(=O)N1c1ccc(F)cc1,2,7.8%,.,1%,.,6%,-2%,.,.,?
Cc1nn(Cc2ccccc2)c(C)c1NC(=O)CSc1nc(-c2ccccc2)nc2c1cnn2-c1ccccc1,9,-0.6%,0%,22%,-14%,6%,-2%,2%,17%,-2%
Nc1nnc(CSCc2cccc(Br)c2)s1,4,-1.2%,-6%,10%,45%,1%,4%,-4%,?,12%
Cn1c(COc2ccccc2)nc2ccccc21,5,-0.9%,-7%,15%,10µM*,7%,?,-2%,8%,?
CCc1cccc2c(C(=O)Cn3nnc(-c4ccc(OC)c(OC)c4)n3)c[nH]c12,3,0.1%,1%,-4%,-46%,.,-5%,1%,-5%,?
Cc1cc(N)nc(SCC(=O)N2C(C)CCCC2C)n1 (configuration not stated),-6,-0.1%,-1%,8%,7%,-2%,-3%,1%,-31%,1%
